# Assay outcomes: PubChem, National Center for Advancing Translational Sciences (NCATS)
# IL1B secr inh = inhibitors of inflammasome signaling (IL-1 beta secretion). THP-1 LPS/ATP IL-1B secretion, AlphaLISA, 16 h; stronger effect = lower value. AID 743279. activity change, % at 57.5 µM. actives 4.7% (n = 360,000); in the data active = activity change below about -50%; inconclusive = mostly about -30% to -49%; note: % is set by controls: 0 for no effect and ±100 for the full control effect
#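 Secreted IL-1B measured by AlphaLISA bead assay after 16 h compound exposure of THP-1 cells; compounds (final up to 57.5 uM) added 1 h before LPS (250 ng/mL) and ATP (1.25 mM) stimulation; lower signal means less secretion.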
# Nrf2 block = blocks Nrf2 signaling. A549 ARE-Fluc reporter, luciferase luminescence, 18-24 h. Potency, µM (highest dose often 46 µM), inactives show at the highest dose activity change, negative = inhibition, usual class: inhibitors. actives 2.1% (n = 360,000). AID 504444; note: potency is the fitted concentration of half-maximal effect; % is set by controls: 0 for no effect and ±100 for the full control effect; nearly all actives have a fitted effect of over 60% in size
#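 A549 ARE_Fluc cells, 5000/well, 5% FBS OPTI-MEM; compounds in dose-response, 18-24 h at 37 °C/5% CO2; CellTiter-Fluor viability read (Ex 405/Em 525), then BugLite luciferase luminescence = Nrf2 activity.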
# A549 viability = counter-screen for Nrf2 inhibitors: cytotoxicity in A549 cells. A549 ARE-Fluc cells, CellTiter-Fluor viability, 18-24 h. Potency, µM (top dose mostly 46 µM), inactives show at the highest dose activity change, negative = cytotoxicity, usual class: inhibitors. actives 0.16% (n = 390,000); note: potency is the fitted concentration of half-maximal effect; % is set by controls: 0 for no effect and ±100 for the full control effect
#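 A549 ARE-Fluc cells in 5% FBS OPTI-MEM, 5000 cells/well, rested 2 h then exposed to compounds in concentration-response for 18-24 h at 37 °C. Viability by CellTiter-Fluor fluorescence (Ex 405/Em 525) after 30 min; luciferase luminescence (BugLite, 15 min, RT) read afterwards.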
# ATXN2 expr inh = inhibitors of ATXN2 expression; HEK-293 ATXN2-luciferase reporter, luminescence, 24 h; Potency, µM (titrated, usually from 57 µM), without a hit: at the top dose activity change, negative = inhibition, hits mostly inhibitors; actives 0.72% (n = 360,000); AID 1745845; note: potency is the fitted concentration of half-maximal effect; % is set by controls: 0 for no effect and ±100 for the full control effect; nearly all actives have a fitted effect of over 55% in size
#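 qHTS (up to 57 uM final) was run with 24 h compound exposure of reporter cells at 37 °C. Each well was multiplexed: SteadyGlo luminescence measured ATXN2-luciferase expression after a fluorogenic Gly-Phe-AFC viability readout (25 uM final).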
# TGFb inhibitor = TGF-b pathway inhibition | Potency, µM (titrated, usually from 46.1 µM), for inactives: top-dose activity, negative = inhibition, most hits filed as inhibitors | HepG2 CAGA-GFP TGF-b/SMAD3 reporter, GFP fluorescence, 18 h; TGF-beta stimulated, 500 pg/mL final | actives 1.2% (n = 410,000); note: potency is the fitted concentration of half-maximal effect; % is set by controls: 0 for no effect and ±100 for the full control effect; nearly all actives have a fitted effect of over 65% in size
#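 Per well, imaged GFP fluorescence of HEPG2 CAGA-GFP cells gives the signal; cells get compound, then TGF-beta (500 pg/mL final), 18 h at 37 degrees C; %Activity versus -TGF-beta and +DMSO controls.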
# HepG2 viability = kills HepG2 cells in TGF-b inhibitor counter-screen. HepG2 CAGA-GFP viability, ATP luminescence, 18 h. Potency, µM (doses to about 46.1 µM), without a hit: at the top dose activity change, negative = cytotoxicity, actives largely listed as cytotoxic. actives 0.76% (n = 410,000). AID 588856; note: potency is the fitted concentration of half-maximal effect; some results filed as inactive show a strong effect at the top dose
#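 HepG2 CAGA-GFP cells (1000/well, DMEM with 1% FBS) received compound, then TGF-beta at 500 pg/mL final, and were incubated 18 hours at 37 degrees C. Viability was read by CellTiter-Glo luminescence. Media-only wells were set as complete cell-killing and DMSO as no toxicity.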
# Nrf2 activator = Nrf2 pathway activation; Potency, µM (doses to about 46.1 µM), without a hit: at the highest dose activation, hits mostly activators; AREc32 ARE-luciferase reporter (MCF7-derived line), luminescence, 24 h; actives 0.31% (n = 410,000); note: potency is the fitted concentration of half-maximal effect; % of control where 0% means no effect; nearly all actives have a fitted effect of over 65% in size
#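 Luminescent ARE reporter assay in AREc32_Fluc cells: overnight plating at 37 deg C, 24 hr compound incubation, Steady-Glo added, 30 min RT before reading.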
# MCF10A rerep = induces DNA re-replication in MCF 10a normal breast cells; MCF 10A DNA re-replication, Hoechst nuclear intensity, 48 h; actives 2.9% (n = 350,000); Potency, µM (top dose mostly 46.1 µM), without a hit: top-dose activity, positive = re-replication, hits mostly activators; note: potency is the fitted concentration of half-maximal effect; % of control where 0% means no effect; nearly all actives have a fitted effect of over 50% in size
# S2 tox = viability counter-screen for ATXN expression inhibitors | S2 cells (HEK-293 line with an ATXN2-luciferase reporter) viability, CellTiter-Fluor protease fluorescence, 24 h | Potency, µM (doses to about 56.7 µM), most hits filed as cytotoxic | actives 0.49% (n = 400,000) | AID 651635; note: potency is the fitted concentration of half-maximal effect; nearly all actives have a fitted effect of over 40% in size
# Numbers without * were called inactive; i = inactive; ? = inconclusive; / = not tested or not shown; & = joins results of further samples; [ ] = remark or other dose. Unless noted, calls come from the whole dose curve; as a rule, active = well fitted curve in the direction sought with a large enough effect; inconclusive = small, poorly fitted or top-dose-only effect, or another doubt; inactive = no such curve, though single readings can be large; an effect the other way counts as inactive or inconclusive.
item	canonical_smiles	IL1B secr inh	Nrf2 block	A549 viability	ATXN2 expr inh	TGFb inhibitor
1	COc1ccc(/C=N/N=C2\SC(CC(=O)O)C(=O)N2c2ccccc2)cc1 (stereo unspecified)	15	9%	-4%	3%	5%
2	C=C(C)Cn1c(CCNC(=O)CCC)nc2ccccc21	4	1%	-6%	3%	-6%
3	CCCN(Cc1nnc(-c2cccs2)o1)C(=O)CN1C(=O)NC2(CCCCC2C)C1=O (stereo unspecified)	-16	?	-4%	/	0%
4	Cc1ccc(C(=O)CN(CCCC(N)=O)C(=O)c2ccncc2)cc1	24	19%	3%	15%	1%
5	Cn1nnnc1SCC(=O)N1CCN(c2cccc(Cl)c2)CC1	-7	/	10%	-27%	?
6	COc1ccc(C2=Nc3ccc(C)cc3C(c3ccccc3)N2CC(=O)NN)cc1 (stereo unspecified)	-23	-12%	6%	-19%	-6%
7	CC1(C)Cc2c(cnn2-c2ccccc2)C(NC(=O)c2ccc[n+]([O-])c2)C1 (stereo unspecified)	0	-3%	-2%	-2%	3%
8	CC1(C)CC(NS(=O)(=O)c2ccc(F)cc2)CC(C)(C)N1	-24	2%	5%	-10%	1%
9	COc1ccc(CNC(=O)C2CCN(S(=O)(=O)N3CCC4(CC3)OCCO4)CC2)c(OC)c1	-17	-7%	-1%	-47%	-6%
10	CN(Cc1ccccc1F)C(=O)c1sccc1-c1ccccc1	?	?	0%	10%	-13%

item	HepG2 viability	Nrf2 activator	MCF10A rerep	S2 tox
1	-1%	-1.2%	13%	i
2	4%	-0.1%	0%	i
3	-12%	0.4%	2%	i
4	-5%	-1.0%	5%	i
5	-2%	4.1%	4%	i
6	-15%	1.7%[9.22 µM]	4%	i
7	4%	-0.2%	1%	i
8	-4%	2.3%	-21%	i
9	8%	1.7%	28%&29%	i
10	-12%	-0.7%	1%	i

# Remaining list, next part
item	canonical_smiles	IL1B secr inh	Nrf2 block	A549 viability	ATXN2 expr inh	TGFb inhibitor
11	CC[C@@H](C)C(NC(=O)OC(C)(C)C)c1cn([C@@H](CCCCNC(=O)OC(C)(C)C)C(=O)N2CCN(C(=O)OC(C)(C)C)CC2)nn1 (stereo partly specified)	-21	1%	-8%	-17%	-7%
12	COc1ccc(-c2c(C#N)c(SCC(=O)Nc3cccc(Cl)c3)nc(C)c2C(=O)Nc2ccccc2)cc1OC	/	9%	-11%	2%	-19%
13	CCCCN1C(N)=NC[C@@H]1CC1CCCCC1	-12	27%	9%	12%	7%
14	CCC(C)Sc1nnc(NC(=O)c2ccco2)s1 (stereo unspecified)	-8	14%	-10%	37%[activator]	2%
15	Cc1[nH]n(-c2ccccc2)c(=O)c1-c1ccccc1	1	-3%	-2%	0%	-1%
16	CCOC(=O)c1c(NC(=O)CCl)sc(C(=O)N(CC)CC)c1C	-99*	16%	4%	?	?
17	Cc1ccc(N(CCC(=O)NC(C)(C)C)S(=O)(=O)c2ccc(C)cc2)cc1	-6	23%	9%	-4%	6%
18	O=C(c1ccccc1)N1CCN(Cc2ccccc2Br)CC1	-7	11%	3%	-1%	5%
19	COc1cccc2c1cc1c(=O)n(CC(=O)NCc3ccco3)nc(C)n12	/	14%	5%	/	-15%
20	C[C@H]1CN=C(Nc2ccccc2)N1CCCC1CCCC1	?	5%	-5%	-15%	19%

item	HepG2 viability	Nrf2 activator	MCF10A rerep	S2 tox
11	6%	0.6%	-9%	?
12	1%	0.1%	/	i
13	9%	-0.1%	13%	i
14	2%	3.8%	1%	i
15	10%	1.9%	-6%	i
16	-86%	?	?	?
17	-15%	-0.4%	4%	i
18	-3%	-0.4%	-5%	i
19	-2%	2.8%	/	/
20	-1%	-0.5%	-2%	?

# Further entries
item	canonical_smiles	IL1B secr inh	Nrf2 block	A549 viability	ATXN2 expr inh	TGFb inhibitor
21	COc1ccc2c(c1)C(=O)N(c1ccc(C)cc1C)C(=O)C2(C)C	-11	-6%	-4%	-4%	-11%
22	Clc1ccc(Nc2ncnc3c2nnn3Cc2ccccc2)cc1	8	?	-12%	1%	-1%
23	COc1ccc(C)cc1-n1nnc(C(=O)Nc2cccc(SC)c2)c1C	/	24%	2%	-17%	-1%
24	CCCCn1c(SCC(=O)OCC)nc2c(sc(=S)n2-c2ccccc2OC)c1=O	13	3%	1%	0%	1%
25	CC1(C(=O)O)CCC(C(=O)N2CCCCC2)C1(C)C (stereo unspecified)	10	2%	4%	-20%	?
26	CN1CCN(C(=O)/C=C/c2ccc3c(c2)OCO3)CC1	-6	2%	1%	9%	3%
27	Cn1nnnc1Sc1ccc([N+](=O)[O-])cc1Cl	24	?	-11%	-10%	8%
28	CC(NC(=O)Nc1nnc(C(F)(F)F)s1)N1C(=O)C2C3C=CC(C3)C2C1=O (stereo unspecified)	0	-17%	0%	-10%	?
29	CCc1ccccc1-n1nnc(-c2ccccc2)n1	0	1%	-1%	17%	3%
30	CCc1ccc(NC(=O)CSc2nc(=O)n(CCN(C)C)c3c2CCCC3)cc1	-12	-2%	-11%	-8%	3%

item	HepG2 viability	Nrf2 activator	MCF10A rerep	S2 tox
21	-1%	0.0%	4%	?
22	16%	1.7%	14%	i
23	-20%	1.1%	/	?
24	-4%	0.2%	-2%	i
25	17%	0.6%	-4%	i
26	8%	0.0%	2%	i
27	-3%	?	?	i
28	-23%	0.3%	10%	i
29	-14%	0.1%	-7%	i
30	-14%	3.4%	12%	?

# The list goes on:
item	canonical_smiles	IL1B secr inh	Nrf2 block	A549 viability	ATXN2 expr inh	TGFb inhibitor
31	CCOC(=O)Cn1c(=O)oc2cc(S(=O)(=O)N3CCCC(C)C3)ccc21 (stereo unspecified)	19	11%&4%	7%&-12%	11%	3%&-22%
32	O=C(Cc1ccccc1)Nc1cccc(C(=O)N/N=C/c2ccco2)c1	-10	0%	7%	-13%	3%
33	COc1ccc(NC(=O)c2oc3ccccc3c2NC(=O)c2cc(C)cc(C)c2)c(OC)c1	/	-2%	1%	-4%	-17%
34	COc1ccccc1NC(=O)C(=O)NCC1CCCN1S(=O)(=O)c1cccs1 (stereo unspecified)	-16	1%	3%	17%	?
35	CC1CCCCN1C(=O)CCn1c(=S)oc2ccccc21 (stereo unspecified)	-13	-4%	0%	27%	2%
36	COCCNC(=S)NNc1cccc(C(=O)O)c1	11	0%	-9%	17%	-1%
37	CCN(c1ccccc1)S(=O)(=O)c1ccc(-c2cc(C)no2)s1	/	?	17%	/	?
38	COc1cc(/C=C/C(=O)OCC(=O)Nc2cccc(Oc3ccccc3)c2)ccc1O	15	17%	-2%	-5%	4%
39	COc1ccc(-c2noc(CN3CCN(c4ccccc4)CC3)n2)cc1	17	?	-3%	-1%	-13%
40	C[C@@H]1CCCCO[C@H](CN(C)C(=O)Nc2cccc3ccccc23)[C@@H](C)CN([C@H](C)CO)C(=O)c2cc(N(C)C)ccc2O1	6	/	/	1%	-7%

item	HepG2 viability	Nrf2 activator	MCF10A rerep	S2 tox
31	10%&0%	0.6%&0.0%	7%	i
32	3%	4.1%	?	i
33	-3%	-1.2%	/	?
34	6%	2.7%	12%	i
35	7%	-0.1%	?	i
36	4%	4.6%	-5%	i
37	-10%	0.1%	/	/
38	3%	7.7%	?	i
39	-30%	-0.4%	8%	i
40	-2%	-0.1%	/	i

# Next part
item	canonical_smiles	IL1B secr inh	Nrf2 block	A549 viability	ATXN2 expr inh	TGFb inhibitor
41	COCC(C)n1c(SCC(=O)N2CC(=O)Nc3ccccc32)nc2ccccc2c1=O (stereo unspecified)	-20	?	8%	/	-2%
42	Cn1c(SCC(=O)NC2CC2)nnc1-c1cccs1	-13	-5%	4%	-1%	-1%
43	O=C(Nc1ccc(F)cc1)c1ccccc1F	6	?	1%	45%[activator]	3%
44	COC(=O)CC(NC(=O)c1ccco1)c1cccc2ccccc12 (stereo unspecified)	7	-1%	1%	-11%	6%
45	CC(=O)Nc1ccc(C)cc1NC(C)=O	4	6%	13%	5%	9%
46	CCCCN(C)C(=O)CN1C(=O)CCn2nc(-c3cn(C)c4ccccc34)cc21	/	/	10%	-5%	?
47	CCn1c(=O)c2cc(C(=O)NCCCN3CCN(c4ccc(F)cc4)CC3)sc2c2ccccc21	/	15%	-1%	-1%	?
48	CC1=NN(c2ccccc2)C(=O)/C1=C/N(C)C	9	-2%	0%	-11%	0%
49	COc1ccc(Oc2ncccc2[N+](=O)[O-])cc1	-15	?	10%	1%	2%

item	HepG2 viability	Nrf2 activator	MCF10A rerep	S2 tox
41	-1%	-0.8%	3%	i
42	-31%	-0.3%	2%	i
43	-8%	3.9%	2%	i
44	-21%	0.1%	-6%	?
45	2%	2.3%	0%	i
46	-29%	2.8%	/	i
47	-6%	-1.1%	/	i
48	-14%	-0.2%	-1%	i
49	-8%	0.0%	0%	i

# Exported field by field: entries from further up.
42. Cn1c(SCC(=O)NC2CC2)nnc1-c1cccs1
  IL1B secr inh: -13; Nrf2 block: -5%; A549 viability: 4%; ATXN2 expr inh: -1%; TGFb inhibitor: -1%; HepG2 viability: -31%; Nrf2 activator: -0.3%; MCF10A rerep: 2%; S2 tox: i

44. COC(=O)CC(NC(=O)c1ccco1)c1cccc2ccccc12 (stereo unspecified)
  IL1B secr inh: 7; Nrf2 block: -1%; A549 viability: 1%; ATXN2 expr inh: -11%; TGFb inhibitor: 6%; HepG2 viability: -21%; Nrf2 activator: 0.1%; MCF10A rerep: -6%; S2 tox: ?

45. CC(=O)Nc1ccc(C)cc1NC(C)=O
  IL1B secr inh: 4; Nrf2 block: 6%; A549 viability: 13%; ATXN2 expr inh: 5%; TGFb inhibitor: 9%; HepG2 viability: 2%; Nrf2 activator: 2.3%; MCF10A rerep: 0%; S2 tox: i

46. CCCCN(C)C(=O)CN1C(=O)CCn2nc(-c3cn(C)c4ccccc34)cc21
  IL1B secr inh: /; Nrf2 block: /; A549 viability: 10%; ATXN2 expr inh: -5%; TGFb inhibitor: ?; HepG2 viability: -29%; Nrf2 activator: 2.8%; MCF10A rerep: /; S2 tox: i
